Source: PubChem BioAssay
APJ antagonist: antagonists of human apelin receptor APJ, primary screen, CHO-K1 cells, beta-arrestin complementation, luminescence. inhibition, % at 20 µM. hit rate 0.32% among 330,000;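 active = inhibition above about 40% at 20 µM, limit read from the data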;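 also: cells challenged with 10 nM apelin-13 agonist together with compound; plate controls were apelin-13 plus DMSO wells for no effect and DMSO wells lacking apelin-13 for full effect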
Target sequence (P35414 whole entry, looked up): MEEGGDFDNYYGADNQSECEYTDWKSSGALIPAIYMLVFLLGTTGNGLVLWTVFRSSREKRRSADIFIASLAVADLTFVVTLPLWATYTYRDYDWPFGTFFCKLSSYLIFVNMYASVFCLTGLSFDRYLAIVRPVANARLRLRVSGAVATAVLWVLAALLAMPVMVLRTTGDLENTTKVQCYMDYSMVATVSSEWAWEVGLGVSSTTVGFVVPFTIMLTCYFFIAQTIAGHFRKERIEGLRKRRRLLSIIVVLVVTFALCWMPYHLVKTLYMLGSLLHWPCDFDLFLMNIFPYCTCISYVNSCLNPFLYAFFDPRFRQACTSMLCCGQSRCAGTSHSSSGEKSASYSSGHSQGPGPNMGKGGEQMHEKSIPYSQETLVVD
CCR6 antagonist: CCR6 receptor antagonists, primary screen, cell-based, CHO-K1, luminescence, beta-arrestin, uHTS; C-C chemokine receptor type 6 (Homo sapiens), P51684; CHO-K1 CCR6 PathHunter beta-arrestin, CCL20-stimulated; inhibition, % at 20 µM; hit rate 0.49% among 340,000; AID 493098, 2011;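 active = compounds whose inhibition of the agonist-driven luminescence signal at 20 µM reaches about 50%, limit read from the data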;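 also: cells stimulated with CCL20 at 14 nM final; plate controls were DMSO with CCL20 for no effect and DMSO without agonist for full effect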
ATG4B inh: ATG4B protease inhibitors, primary screen, biochemical, fluorescence, uHTS; ATG4B cleavage of LC3-PLA2, NBD-HPC fluorescence, 1 h; Cysteine protease ATG4B (Homo sapiens), Q9Y4P1; hit rate 0.51% among 340,000; inhibition, % at 8.33 µM; in the data active = inhibition above about 40%
Target sequence (Q9Y4P1 whole entry, looked up): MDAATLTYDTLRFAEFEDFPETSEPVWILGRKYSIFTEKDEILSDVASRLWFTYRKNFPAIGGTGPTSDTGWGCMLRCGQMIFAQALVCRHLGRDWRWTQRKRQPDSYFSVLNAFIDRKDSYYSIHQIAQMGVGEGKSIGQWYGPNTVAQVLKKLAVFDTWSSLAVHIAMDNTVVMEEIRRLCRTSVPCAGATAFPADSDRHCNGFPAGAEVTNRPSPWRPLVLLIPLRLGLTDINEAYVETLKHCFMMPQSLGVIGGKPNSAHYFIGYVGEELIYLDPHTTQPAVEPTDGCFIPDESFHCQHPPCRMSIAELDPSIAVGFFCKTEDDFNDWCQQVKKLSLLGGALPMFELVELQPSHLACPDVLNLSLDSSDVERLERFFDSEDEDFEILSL
EBI2 block: EBI2 receptor antagonists, beta-arrestin recruitment, primary screen, cell-based, luminescence, 7a,25-OHC stimulation, uHTS; hit rate 0.81% among 360,000; inhibition, % at 5 µM; 7a,25-OHC stimulated; in the data active = inhibition above about 38%;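 also: enzyme fragment complementation signal reports receptor beta-arrestin coupling in cells; 0% = agonist plus DMSO wells and 100% = wells without agonist; some results beyond the cut were filed as inactive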
APJ agonist: agonists of human apelin receptor APJ, primary screen, CHO-K1 cells, PathHunter beta-arrestin, luminescence. P35414. 0% DMSO wells, 100% apelin. activation, % at 20 µM. hit rate 0.11% among 330,000;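 active = activation more than six SD over the plate average, tested at 20 µM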;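 also: 0% = DMSO alone and 100% = apelin-13 at 10 nM; some results filed as inactive read as strong as hits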
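Test system: CHO-K1 APJ beta-arrestin complementation cell line. Amount: cell density 1000 per well. Controls: DMSO negative, 10 nM Apelin-13 positive. Signal: luminescent beta-gal fragment complementation, chemiluminescent substrate. Read-out basis: agonist-driven arrestin binding to APJ. Timing: compound stimulation 90 min at 25 °C, detection 60 min.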
UBC13 inh: UBC13 polyubiquitin chain formation inhibitors, primary screen, biochemical, TR-FRET, uHTS; inhibition, % at 20 µM; hit rate 0.47% among 330,000; in the data active = inhibition above about 45%, passing the limit was not always enough; inconclusive = no clear call, values can overlap the other calls
Target sequence (P61088 whole entry, looked up): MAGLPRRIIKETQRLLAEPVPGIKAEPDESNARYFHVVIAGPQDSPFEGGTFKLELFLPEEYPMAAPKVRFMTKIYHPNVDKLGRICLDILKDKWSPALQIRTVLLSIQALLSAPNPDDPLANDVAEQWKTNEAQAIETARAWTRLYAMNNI
Gli-Sufu antag: Gli-Sufu pathway antagonists, primary screen, luciferase luminescence, Sufu-KO-LIGHT cells, uHTS. Sufu-KO-LIGHT fibroblasts, Gli luciferase reporter luminescence. inhibition, % at 5 µM. hit rate 0.74% among 340,000. AID 588413, 2011;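 active = inhibition above about 55%, limit read from the data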;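 also: 0% = DMSO-treated cells and 100% = wells with medium but no cells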
CXCR6 inh: CXCR6 receptor inhibitors, primary screen, cell-based, beta-arrestin, luminescence, CHO-K1 PathHunter, 1536-well | C-X-C chemokine receptor type 6 (Homo sapiens), O00574 | inhibition, % at 20 µM | hit rate 0.36% among 360,000 | AID 602244, 2012; in the data active = inhibition above about 34%, passing the limit was not always enough;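 also: antagonist mode with CXCL16 agonist at 10 nM final; 0% = 10 nM CXCL16 with DMSO and 100% = unstimulated wells without agonist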
* marks the source's active call; other numbers are inactive results; ? = inconclusive; . = no result given.

Every second line gives: APJ antagonist, CCR6 antagonist, ATG4B inh, EBI2 block, APJ agonist, UBC13 inh, Gli-Sufu antag, CXCR6 inh
CSCCC(NC(=O)c1ccc(Br)cc1)C(=O)O (configuration not stated)
  -16, -8, 6, 4, 0, -8, 11, -4
CCCn1c(N2CCN(C(=O)N3CCCCC3)CC2)nc2ccccc21
  10, 17, -1, 5, -2, -3, 0, 5
CSc1nc2ccccc2nc1N(C)S(=O)(=O)c1ccc(C)cc1
  -27, 11, 32, 7, -4, 15, -11, -8
CCOc1ccccc1C(=O)NCC(=O)NC(C)c1ccc(-n2ccnc2)cc1 (configuration not stated)
  17, 10, -2, 3, 3, 6, 5, -3
Cc1cccc(C(=O)NNC(=O)CSc2nnc(C(C)C)n2C)c1
  1, 4, 5, 3, -2, 2, 2, 3
Cc1c(C(=O)N(Cc2ccccc2)C(C)C)oc2ccc(S(=O)(=O)N3CCOCC3)cc12
  -18, -12, -3, -7, 10, 1, 12, -5
COc1ccc(S(=O)(=O)N(C)CC(=O)NCCN2CCOCC2)cc1Cl
  5, -2, 5, 3, -3, 4, -10, -7
Cc1c(NC(NC(=O)CC(C)C)C(Cl)(Cl)Cl)c(=O)n(-c2ccccc2)n1C (configuration not stated)
  12, -1, -6, 9, -3, 5, -4, -1
CC(C)(C)OC(=O)NCCCC[C@H](NC(=O)c1[nH]cnc1C(=O)N[C@@H](Cc1ccccc1)C(=O)OCc1ccccc1)C(=O)OC(C)(C)C
  5, 10, -13, -15, -2, -30, -5, -20
Cc1cc(N2CCOCC2)ccc1/C=C1\NC(=O)N(Cc2ccccc2)C1=O
  9, 26, -14, 16, -1, -6, 12, 2
Cc1cccc(NC2=C(Cl)C(=O)OC2NC(=O)c2ccccc2)c1 (configuration not stated)
  -33, 9, -7, -3, -2, 4, 6, -1
COc1cccc(NC(=O)CCCNC(=O)Cn2cnc3sc(C)c(C)c3c2=O)c1
  -16, 17, -1, 6, -3, -2, -25, 4
Nc1nc(SCC(=O)Nc2ccc(F)cc2)[nH]c(=O)c1NC(=O)c1ccc(F)c(F)c1
  7, 4, 1, 10, -3, -2, -1, 5
O=C(CSc1nnc(Cc2cc(=O)[nH]c(=O)[nH]2)n1-c1ccccc1)N1CCCc2ccccc21
  -5, 2, -5, -5, 4, -6, 7, 2
Cc1nc2cc(NCc3nc4ccccc4n3Cc3ccccc3)ccc2n1C
  21, 2, -6, 0, -2, 4, -5, 8
CCOc1ccc(C(C(=O)NC2CCCCC2)N(CCOC)C(=O)c2snc(C(N)=O)c2N)cc1 (configuration not stated)
  11, -6, 0, -11, -4, 3, 4, 4
O=C(COC(=O)c1ccc(Cl)cc1Cl)Nc1cccc(S(=O)(=O)NC2=NCCC2)c1
  -3, 7, 0, -10, -2, 7, 5, 0
Clc1ccc(CON/C=N/c2ncnc3sccc23)c(Cl)c1
  -3, -13, 2, -10, -1, -1, -2, -6
COc1ccc(/C=N/n2cnn(Cc3ccccc3Cl)c2=S)cc1
  -11, 15, 13, 49*, 0, -2, -2, 10
CCOCCCNC(=O)CN1CCN(Cc2ccccc2C)C1=O
  -1, 0, 0, 3, -3, 2, 2, -4
CC(Oc1cc2oc(=O)c3c(c2cc1Cl)CCC3)C(=O)N1C[C@H]2C[C@@H](C1)c1cccc(=O)n1C2 (some centres not stated)
  -1, -3, -17, -1, -1, -3, -1, -5
COc1cc(/C=N/NC(=O)c2nc3ccccn3c2C)cc(OC)c1O
  -5, -4, 5, 2, 0, -5, 2, -10
CCOC(=O)C1CCCN(S(=O)(=O)c2cc3[nH]c(=O)c(=O)[nH]c3cc2C)C1 (configuration not stated)
  -55, -2, 2, -10, -3, 7, -2, -5
O=c1[nH]c(=O)n(C(c2ccccc2)(c2ccccc2)c2ccccc2)cc1N(CCO)CCO
  ., -10, 2, 11, ., ., -18, 3
CSCCC1NC(=O)N(CC(=O)N2CCc3ccccc3C2)C1=O (configuration not stated)
  13, 4, -7, -4, -2, 15, -7, 5
CCCc1cc(=O)oc2cc(C)cc(OCC(=O)NCCCn3ccnc3)c12
  -46, 7, -3, 7, 1, 9, 5, -1
COc1ccc(-c2onc(C)c2-c2ccc(C(=O)OC(C)C)o2)c(O)c1
  3, 3, -3, 14, 0, 13, 12, -13
Cc1ccc(S(=O)(=O)NCC(=O)N(CC(=O)NC2CCCCC2)CC2CCCO2)cc1 (configuration not stated)
  -21, -22, -10, 4, -3, 12, 1, -1
O=c1cc(CNC2CCCCC2)c2ccccc2[nH]1
  15, 2, -11, -20, 0, 9, 3, 2
CNC(=O)c1ccsc1NC(=O)C1CCCN1S(=O)(=O)c1cccs1 (configuration not stated)
  18, 10, -11, -4, 4, 46*, 1, 0

An excerpt of these results, as labelled records:
> Cc1c(NC(NC(=O)CC(C)C)C(Cl)(Cl)Cl)c(=O)n(-c2ccccc2)n1C (configuration not stated)
  APJ antagonist: 12 | CCR6 antagonist: -1 | ATG4B inh: -6 | EBI2 block: 9 | APJ agonist: -3 | UBC13 inh: 5 | Gli-Sufu antag: -4 | CXCR6 inh: -1

> CC(C)(C)OC(=O)NCCCC[C@H](NC(=O)c1[nH]cnc1C(=O)N[C@@H](Cc1ccccc1)C(=O)OCc1ccccc1)C(=O)OC(C)(C)C
  APJ antagonist: 5 | CCR6 antagonist: 10 | ATG4B inh: -13 | EBI2 block: -15 | APJ agonist: -2 | UBC13 inh: -30 | Gli-Sufu antag: -5 | CXCR6 inh: -20

> Cc1cc(N2CCOCC2)ccc1/C=C1\NC(=O)N(Cc2ccccc2)C1=O
  APJ antagonist: 9 | CCR6 antagonist: 26 | ATG4B inh: -14 | EBI2 block: 16 | APJ agonist: -1 | UBC13 inh: -6 | Gli-Sufu antag: 12 | CXCR6 inh: 2

Back to the main list, starting four compounds before the break.
Every second line gives: APJ antagonist, CCR6 antagonist, ATG4B inh, EBI2 block, APJ agonist, UBC13 inh, Gli-Sufu antag, CXCR6 inh
COc1ccc(-c2onc(C)c2-c2ccc(C(=O)OC(C)C)o2)c(O)c1
  3, 3, -3, 14, 0, 13, 12, -13
Cc1ccc(S(=O)(=O)NCC(=O)N(CC(=O)NC2CCCCC2)CC2CCCO2)cc1 (configuration not stated)
  -21, -22, -10, 4, -3, 12, 1, -1
O=c1cc(CNC2CCCCC2)c2ccccc2[nH]1
  15, 2, -11, -20, 0, 9, 3, 2
CNC(=O)c1ccsc1NC(=O)C1CCCN1S(=O)(=O)c1cccs1 (configuration not stated)
  18, 10, -11, -4, 4, 46*, 1, 0
COc1ccc(C2CC(C(F)(F)F)n3nc(C(=O)O)cc3N2)cc1OC (configuration not stated)
  -6, 6, -1, -10, -2, 7, 6, -1
COc1cc(C)ccc1OCCOCCOc1c(C)cc(C)cc1Br
  1, 9, -6, 5, -1, 1, 3, -3
COc1ccc(C)cc1N(CC(=O)N1CCOCC1)S(C)(=O)=O
  -14, 7, -9, 7, -1, -9, -6, -5
O=C1NC(=Nc2cccnc2)S/C1=C/c1ccc(F)cc1
  -8, 8, -1, 0, 0, -8, 5, -2
O=C1CC(c2cccc([N+](=O)[O-])c2)c2cc3c(cc2N1)CCC3 (configuration not stated)
  -4, 7, 0, 12, 0, 2, 15, 2
Cc1c(Cl)c([N+](=O)[O-])nn1CC(=O)NCc1ccc(Cl)cc1
  2, 17, 25, 8, 1, -3, 15, 10
CCOc1ccc(CN2CCNC(=O)C2CC(=O)NCCC2=CCCCC2)cc1 (configuration not stated)
  -5, -14, 5, -2, -1, 7, 5, 1
NC(=O)CSc1nc2cc3c(cc2c(=O)n1CCCC(=O)NCc1ccc2c(c1)OCO2)OCO3
  -14, 0, 1, -12, 2, 3, 3, -5
c1ccc(-n2c(SCc3nc(-c4cccs4)no3)nnc2-c2ccco2)cc1
  22, 12, 1, -2, 0, 0, 3, -4
CNc1nc(SCc2ccccc2Cl)nc2c1CCCC2
  14, 13, 10, 4, -4, 22, -9, -3
O=C(NNC(=O)c1ccncc1)Nc1ccc(N=Nc2ccccc2)cc1
  ., 36, -1, 10, ., ., -27, 13
CCOC(=O)c1c(C)n(C)c2cc(-c3ccc(C)cc3)c(O)cc12
  7, 7, -15, -2, -2, -9, 2, -17
Cc1nc2ccc(NC(=O)NCc3ccco3)cc2s1
  -13, -13, 7, -4, 0, -5, -35, 3
O=c1[nH]c(-c2ccccc2O)nc2c1CCCC2
  11, -1, 1, -2, -3, ?, 34, 0
COc1ccc(OC)c(-c2csc(-c3cccs3)n2)c1
  4, 3, -9, 17, -2, 11, -17, 2
CCCC(=O)OC(C(=O)Nc1cc(C(F)(F)F)ccc1Cl)c1ccccc1 (configuration not stated)
  1, 4, 5, 3, 2, 6, 5, 0
CC(=O)c1cccc(NC(=O)CSc2nc(=O)n(CCCN3CCOCC3)c3c2CCC3)c1
  -34, 6, -8, 5, -7, 0, 4, -7
CC(=O)C1=C(C)NC(SCC(=O)c2ccc(Cl)cc2Cl)=C(C#N)C1c1ccco1 (configuration not stated)
  -6, 22, -2, 34, 4, -18, 12, 5
COc1ccc(/C=N/n2c(C)nc3sc(C)c(C)c3c2=O)cc1
  -16, 7, 1, -7, 3, 3, 4, 10
c1ccc(-c2cnnc(N3CCOCC3)n2)cc1
  8, -17, -3, -12, -3, 0, -18, 0
CCc1ccccc1N1C(=O)C2C3CC(=O)C(c4ccccc43)C2C1=O (configuration not stated)
  -17, 1, -7, -4, -2, -1, 2, 1
Cc1cc(C)cc(NC(=S)Nc2ccc3cn[nH]c3c2)c1
  -8, 12, -5, 3, 6, -11, -4, 7
Cc1cc(/C=C(\C#N)C(=O)N2CCOCC2)c(C)n1C1CCCC1
  5, 6, 0, -2, -3, 2, 8, 0
Cc1csc2nc(CNS(=O)(=O)c3ccc4c(c3)OCCO4)cn12
  3, 0, 1, -4, 0, 8, 7, -5
COc1ccccc1-c1coc2c(CN3CCOCC3)c(O)ccc2c1=O
  9, 13, 2, -4, 3, 8, -2, 0
N=c1c2c(-c3ccccc3)c(-c3ccccc3)n(Cc3ccco3)c2ncn1CCCN1CCOCC1
  3, 17, -3, -1, 0, 11, 10, 4

The order is random; about 3% have a hit in one of these screens.
